# MEKK2 mut-MEK5 – signal of MEK5 binding to mutant human MEKK2 PB1 domain; bead flow cytometry, Alexa488-MEK5 binding to MEKK2 mutant; 290,000 compounds, 0.35% hits; percent response, % at 10 µM; in the data active = percent response above about 24%, passing the limit was not always enough; also: inactives centre near 1; some results filed as inactive read as strong as hits; reference of the scale not given here
# GPR7 antagonist – antagonists of human GPR7 (neuropeptides B/W receptor 1); P48145; GPR7-expressing cells, fluorescence antagonist assay; inhibition, % at 4.4 µM; 290,000 compounds, 1.1% hits; AID 1861; in the data active = inhibition above about 16%, passing the limit was not always enough;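 also: cells stimulated with the agonist NPW; 0% = agonist with vehicle and 100% = vehicle without agonist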
# Target sequence (P48145 whole entry, looked up): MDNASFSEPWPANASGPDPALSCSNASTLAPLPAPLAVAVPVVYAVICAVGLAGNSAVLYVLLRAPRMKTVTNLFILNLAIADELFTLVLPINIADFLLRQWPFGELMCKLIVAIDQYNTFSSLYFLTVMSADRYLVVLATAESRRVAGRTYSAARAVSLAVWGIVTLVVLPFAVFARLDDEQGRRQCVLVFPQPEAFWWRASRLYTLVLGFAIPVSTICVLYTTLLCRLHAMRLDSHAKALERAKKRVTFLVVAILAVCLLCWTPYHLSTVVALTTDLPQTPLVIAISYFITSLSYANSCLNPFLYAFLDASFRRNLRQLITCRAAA
# V1R ag counter – V1a receptor agonism, counter-screen for OXTR agonists. 320,000 compounds, 0.25% hits. P37288. AID 2797. CHO-V1R cells, Fluo-8 calcium fluorescence, agonist mode; 0% DMSO, 100% 3 nM vasopressin. activation, % at 3 µM;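 active = activation above the mean activation of all tested compounds plus 3 SD, per screening run, cut at about 20% in these data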;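 also: signal is peak over basal fluorescence ratio across a 100 second FLIPR read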
# GalR3 antagonist – antagonists of human GalR3; 360,000 compounds, 0.44% hits; O60755; HEK293 GalR3-CNG cAMP membrane potential fluorescence; galR3 body fused to GalR1 C-terminus; inhibition, % at 3 µM;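 active = inhibition above the screen-wide average plus 3 SD, cut at about 13% in these data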;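 also: forskolin and galanin both at EC90 stimulate the cells; cAMP rise reported by CNG channel membrane potential dye signal; 0% = forskolin plus galanin with DMSO and 100% = forskolin alone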
# Target sequence (O60755 1-299 limits assumed): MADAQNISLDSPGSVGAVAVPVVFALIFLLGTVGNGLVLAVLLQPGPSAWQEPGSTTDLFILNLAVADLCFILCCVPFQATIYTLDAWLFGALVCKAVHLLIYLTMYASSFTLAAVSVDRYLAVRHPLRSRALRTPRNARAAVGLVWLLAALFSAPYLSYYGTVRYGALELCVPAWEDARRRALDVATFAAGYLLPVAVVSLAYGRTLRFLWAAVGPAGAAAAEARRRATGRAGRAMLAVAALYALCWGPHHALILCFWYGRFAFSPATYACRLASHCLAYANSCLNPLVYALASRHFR
# OXTR ag – agonists of human oxytocin receptor | P30559 | CHO-OTR cells, Fluo-8 calcium fluorescence; normalized: DMSO 0%, oxytocin 100% | activation, % at 3 µM | 320,000 compounds, 0.32% hits;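 active = activation above the mean of all tested compounds plus 3 SD, cutoff set per screening run, cut at about 20% in these data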;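 also: peak over basal fluorescence ratio from a 100 s FLIPR kinetic read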
# Target sequence (P30559 whole entry, looked up): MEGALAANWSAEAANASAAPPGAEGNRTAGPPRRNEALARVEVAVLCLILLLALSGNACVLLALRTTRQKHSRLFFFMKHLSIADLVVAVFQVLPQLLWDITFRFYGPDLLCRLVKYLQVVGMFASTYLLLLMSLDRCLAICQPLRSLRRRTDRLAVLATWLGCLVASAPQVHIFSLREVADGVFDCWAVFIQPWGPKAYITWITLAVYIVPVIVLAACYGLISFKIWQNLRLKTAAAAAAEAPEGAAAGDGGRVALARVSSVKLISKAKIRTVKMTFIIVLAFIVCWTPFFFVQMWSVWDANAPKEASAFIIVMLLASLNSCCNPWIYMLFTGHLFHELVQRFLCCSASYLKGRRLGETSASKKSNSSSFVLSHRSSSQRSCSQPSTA
# MEKK2 WT-MEK5 – raises or lowers MEK5 binding to wildtype human MEKK2 PB1 domain | Q9Y2U5 | bead flow cytometry, Alexa488-MEK5 binding to MEKK2 WT; actives lie on both sides | binding response (% of control), % at 10 µM | 290,000 compounds, 1.1% hits; in the data active = binding response below about 67% or above about 130%
# PHOSPHO1 inh – blocks human PHOSPHO1 phosphatase activity | Q8TCT1 | recombinant PHOSPHO1, absorbance phosphatase assay | inhibition, % at 13.3 µM | 290,000 compounds, 1.1% hits | AID 1565; in the data active = inhibition above about 60%
# NALP1 inh – NALP1 inhibition; S. cerevisiae NALP1/ASC/caspase-1 growth, X-gal OD620, 72 h; inhibition, % at 10 µM; 280,000 compounds, 0.61% hits; AID 2071; in the data active = inhibition mostly above about 24%, no sharp cut-off; inactive = mostly below about 32%; also: some compounds called inactive have numbers as strong as hits
# MEKK3 PB1 HTS – MEKK3-MEK5 PB1 interaction, increase or decrease | Q99759 | bead-based flow cytometry, Alexa488-MEK5 binding to MEKK3; actives lie on both sides; 0 = blocked by unlabeled MEK5, 100 = vehicle | binding response (% of control), % at 10 µM | 290,000 compounds, 1.4% hits;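 active = binding response more than 3 SD above or below the average of its plate-row segment, actives on both sides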;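 also: Alexa488 bead fluorescence after subtracting the streptavidin-only scavenger bead signal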
# Starred values were filed as active, the others as inactive; . = not tested or not shown; [ ] = remark or other dose.
SMILES,MEKK2 mut-MEK5,GPR7 antagonist,V1R ag counter,GalR3 antagonist,OXTR ag,MEKK2 WT-MEK5,PHOSPHO1 inh,NALP1 inh,MEKK3 PB1 HTS
Cn1cc([C@@H]2C[C@H]3CN(Cc4cccc(Cl)c4)C(=O)[C@]34CCCN24)c2ccccc21,23,0,1.3,1,0.6,.,11,4,77
C=CCn1c(CSCc2ccc(F)cc2)n[nH]c1=S,3,8,0.0,-10,-0.6,106,-122,-8,99
Cc1ccc(SCCSc2nc(C)cc(=O)[nH]2)cc1,5,-15,-1.2,-4,-1.8,109,30,0,104
CC(C)CNC(=O)[C@@H]1CSC2c3ccccc3C(=O)N21 (some centres not stated),3,-12,.,-7,.,97,23,0,97
Cc1ccc(C)c(N2CCN(C(=O)c3cc(S(=O)(=O)N4CCCC4)cn3C)CC2)c1,-32,-3,-0.5,.,-0.4,0.0*[inhibitor],23,5,2.0*[inhibitor]
C/C(=N\Nc1cc(N2CCOCC2)nc(C)n1)c1ccc(F)cc1,2,-23,-0.2,-2,-2.0,115,8,-3,106
CCOC(=O)c1c(NC(=S)Nc2ccc(F)cc2)sc2c1CCC2,-4,-14,1.2,-4,-0.8,97,16,9,103
O=C1OCC(Cn2c3ccccc3c3ccccc32)O1 (configuration not stated),2,-2,-1.1,3,1.4,98,78*,4,100
Cc1c(Cl)cccc1NC(=S)N1CCN(c2ncccn2)CC1,4,1,-0.1,-3,0.2,113,-6,23,115
CCC(C)NC(=O)CO/N=C/c1ccccc1OC(F)F (configuration not stated),-1,-15,-0.2,1,-1.4,98,-7,22,97
N#CC1=C(N)SC(C(=O)c2ccccc2)C1c1cccs1 (configuration not stated),2,-7,4.0,-4,1.5,95,-10,-43,102
Cc1c(NC(=O)C(C)Oc2ccccc2F)c(=O)n(-c2ccccc2)n1C (configuration not stated),4,-9,1.4,-4,0.9,100,8,8,102
CCN(C(=O)CN1C(=O)S/C(=C\c2cccc(Cl)c2)C1=O)C1CCS(=O)(=O)C1 (configuration not stated),2,-14,4.7,4,3.8,100,-17,17,99
Cc1cc(C)cc(NC(=O)CSc2nnc(-c3ccccc3Br)o2)c1,3,-16,-0.4,-3,0.5,110,17,-25,107
CCCNC(=O)Cn1cnc2sc(C(=O)N3CCN(CCC)CC3)c(C)c2c1=O,4,0,1.1,0,1.4,106,24,-4,102
Cc1ccc(NC(=O)CCc2ccc(C)o2)cc1,13,-7,-0.4,-2,-1.8,109,14,18,109
CN(C(=O)c1c(Cl)nc2sccn12)C1CCCCC1,-7,-7,0.3,-1,-0.5,87,28,-18,83
COC(=O)c1ccccc1CSc1nsc(C)c1C#N,1,-5,-1.2,-9,-1.2,105,-140,19,101
Cc1cc(C)n(-c2cc(=O)n(C)c(=O)n2C)n1,6,-6,-0.6,-4,0.1,101,-20,10,101
CCC(C)[C@H](NC(=O)N1CCCCCC1)C(=O)O (some centres not stated),-16,0,1.0,2,1.1,97,46,1,91
CCc1c(C)nc2ncnn2c1NCCc1ccc(OC)c(OC)c1,2,-11,2.1,-7,5.5,104,8,5,103
Cc1nc(NCc2ccco2)c2c3c(sc2n1)CCC3,5,6,2.0,-5,-0.1,109,41,12,107
Cc1cc(S(=O)(=O)NCc2ccccc2)ccc1OCC(=O)NCc1cccnc1,-3,-7,1.8,-9,2.6,96,39,16,100
COc1ccc(NC(=O)c2sc3nc(N4CCOCC4)c4c(c3c2N)CC(C)(C)OC4)cc1,-6,-10,0.0,0,-0.3,97,31,14,101
CN(C)CCCCOc1ccccc1-c1ccccc1,-11,11,1.4,-2,4.3,83,3,19,85
CC(=O)c1ccc(NC(=O)COc2ccccc2C(=O)Nc2ccc(C)cn2)cc1,2,-12,-0.6,-7,-2.6,100,47,18,100
N#Cc1nc(COc2ccc(Br)cc2)oc1N1CCCC1,10,-3,-1.2,-4,-0.3,99,11,12,104
CS(=O)(=O)N(CC(=O)NCCSc1ccccn1)c1ccc(F)cc1,-5,5,-0.4,-8,-0.4,84,34,0,84
COc1ccc(Oc2cccc(Cl)c2CNC(=O)CCC(=O)O)cc1,-6,-13,0.8,-4,-0.2,97,16,-1,97
COC(=O)C1=C(C)N(c2ccc(F)cc2)C(=O)C1,0,-10,-0.2,-3,0.3,97,-21,23,104
CC1=CC(C)(C)Nc2ccc(OC(=O)C(Cc3ccccc3)N3C(=O)c4ccccc4C3=O)cc21 (configuration not stated),-11,-7,-0.2,0,0.3,91,6,-5,93
COc1ccccc1OCC(=O)NCc1nc(-c2ccccc2)no1,10,6,0.6,6,-0.2,109,47,28,103
COCC(=O)N(Cc1cc2ccc(C)cc2[nH]c1=O)c1ccc(C)cc1C,2,1,0.6,0,0.7,100,-34,11,102
COc1ccc(C(=O)c2oc3nc(C)cc(C)c3c2N)cc1,2,-17,0.5,4,0.6,106,7,6,104
Cc1cc(C)c2c(-c3ccc(F)cc3)c(C#N)c(=O)n(C)c2n1,4,2,2.4,-10,-1.8,103,11,-3,105
CCOc1ccccc1-c1ccc(C(=O)NCc2ccccc2)o1,2,6,0.5,-4,-0.6,89,-11,22,107
CC(C)(C)NS(=O)(=O)c1ccc(NC(=O)C(Sc2ccccc2)c2ccccc2)cc1 (configuration not stated),-2,-8,3.9,-4,2.7,99,46,21,99
COc1ccc(CCNC(=O)CCNC(=O)N2CC(=O)Nc3ccccc32)cc1,2,9,0.5,-1,0.6,99,-1,-8,99
COc1ccccc1NC(=O)CSc1sc2c(O)cc(=O)[nH]c2c1C#N,8,-10,2.6,-5,0.2,106,28,14,103
COc1ccc(C(c2nnnn2Cc2ccccc2)N2CCN(c3nc4ccccc4s3)CC2)cc1OC (configuration not stated),1,1,2.1,-3,1.9,77,-12,24,54
COC(=O)c1ccccc1NC(=O)CSc1nc2ncccc2[nH]1,4,2,1.4,-4,2.1,104,64*,-30,108
Cc1ccc(NS(=O)(=O)c2ccc(C(=O)N3CCN(c4ccccn4)CC3)cc2)cc1,-5,10,13,1,16,96,-1,19,95
O=C(Cn1nnc(-c2ccc(N3CCOCC3)cc2)n1)N1CCOCC1,-19,-3,-0.8,.,-0.2,80,25,.,87
Nc1c(C(=O)NCCC2=CCCCC2)sc2ccc(S(=O)(=O)N3CCCCC3)cc12,-5,-23,-0.4,-5,0.1,94,26,34,102
O=C1NC(=Nc2ccc(F)cc2)CS1,-2,6,0.5,4,-0.1,85,35,-7,80
Cc1nn(-c2ccccc2)c(C)c1-c1nnc(-c2c(C)nn(-c3ccccc3)c2C)o1,3,-9,-1.7,-2,-1.1,103,47,-4,101
CN(C1=NC(=O)CS1)c1ccc(O)cc1,-1,-11,2.3,2,1.0,100,24,-3,102
O=C(NCc1cccs1)C1CCC(CNS(=O)(=O)c2cccc3nsnc23)CC1 (configuration not stated),6,-17,1.4,11,1.2,112,0,-5,105
COc1ccc(Cc2nnc(NC(=O)c3cccc([N+](=O)[O-])c3C)s2)cc1,-3,7,11,-6,12,94,-1,-2,102
Fc1ccc(Sc2cc(Cl)c(-c3ccccc3)nn2)cc1,3,11,-1.1,-1,-2.4,100,22,0,102
Cc1ccc(C(=O)NC(=S)Nc2ccc(CN3CCCCC3)cc2)c(C)c1,4,-10,0.3,-4,2.1,111,44,20,102
O=C(c1ccc(Cl)cc1)N(Cc1ccc(Br)cc1)N1C(=O)CCC1=O,5,-19,1.6,-9,1.9,101,22,18,103
Cc1ccc2oc(C(=O)Nc3ccc(S(=O)(=O)Nc4onc(C)c4C)cc3)c(C)c2c1,0,-23,1.1,-3,0.3,96,-13,24,101
CCC(=O)N1CCN(c2ccccc2NC(=O)c2ccc(-c3cccc([N+](=O)[O-])c3)o2)CC1,-2,-15,-1.6,-1,-2.5,97,-32,10,103
O=C(Nc1ccc2nccnc2c1)c1ccco1,-7,-10,0.2,-4,0.0,98,33,-3,100
O=C(CCN1C(=O)C2C3C=CC(C3)C2C1=O)N1CCN(c2ccc(F)cc2)CC1 (configuration not stated),-8,-9,0.2,1,0.4,90,-31,2,87
O=C(NCc1ccccc1)c1ccc(OC2CSC2)cc1,0,-13,-0.9,-4,-2.2,110,-8,35*,105
O=C(CSc1nnc(C2COc3ccccc3O2)o1)N1CCN(c2ccccc2)CC1 (configuration not stated),3,-4,1.0,-4,0.9,104,53,23,107
O=C(O)c1ccc(O)c(N2C(=O)Nc3ccccc3N2O)c1,-2,-7,0.6,-1,0.9,96,0,34,103
O=C(O)c1ccccc1N(Cc1ccccc1)C(=O)CO/N=C/c1ccccc1,-2,-12,0.0,-3,-0.2,93,-1,.,95

# Structural class, the entries above with a COOH group
SMILES,MEKK2 mut-MEK5,GPR7 antagonist,V1R ag counter,GalR3 antagonist,OXTR ag,MEKK2 WT-MEK5,PHOSPHO1 inh,NALP1 inh,MEKK3 PB1 HTS
CCC(C)[C@H](NC(=O)N1CCCCCC1)C(=O)O (some centres not stated),-16,0,1.0,2,1.1,97,46,1,91
COc1ccc(Oc2cccc(Cl)c2CNC(=O)CCC(=O)O)cc1,-6,-13,0.8,-4,-0.2,97,16,-1,97
O=C(O)c1ccc(O)c(N2C(=O)Nc3ccccc3N2O)c1,-2,-7,0.6,-1,0.9,96,0,34,103
O=C(O)c1ccccc1N(Cc1ccccc1)C(=O)CO/N=C/c1ccccc1,-2,-12,0.0,-3,-0.2,93,-1,.,95

# Other results follow:
SMILES,MEKK2 mut-MEK5,GPR7 antagonist,V1R ag counter,GalR3 antagonist,OXTR ag,MEKK2 WT-MEK5,PHOSPHO1 inh,NALP1 inh,MEKK3 PB1 HTS
CS(=O)(=O)N1CCC(Oc2ccccc2C(=O)N2CCC[C@H]2CO)CC1,3,-11,2.8,-4,0.1,100,37,13,102
Cc1ccc(S(=O)(=O)CCC(=O)OCc2ccccc2F)cc1,4,3,-0.8,0,-0.5,105,29,9,105
CCOc1ccc(C(=O)N/N=C/c2cc(Cl)ccc2[N+](=O)[O-])cc1,-1,-3,0.8,1,-0.3,97,-6,18,91
Cc1cc(C)c(C(=O)NC2CC(C)(C)Cc3c2cnn3-c2cccc(F)c2)[nH]1 (configuration not stated),-3,-13,.,1,.,98,.,6,101
Cc1ccc(S(=O)(=O)N(CC(=O)N2CCC(C)CC2)c2cccc(C)c2)cc1,17,9,-2.0,1,-1.2,124,26,34,117
CCOc1nc(Oc2cccc(C(=O)O)c2)nc(Oc2cccc(C(=O)O)c2)n1,17,-14,0.2,-3,0.9,104,9,-6,103
O=C(N/N=C/c1cn(Cc2ccccc2)c2ccccc12)c1ccncc1,-2,-15,3.4,-5,0.7,95,-10,-1,98
S=c1[nH]nc(-c2ccc3ccccc3n2)n1Cc1ccccc1,-1,-3,-1.8,4,-1.5,104,-9,18,104
Cc1ccc2[nH]c(=O)c(C(c3nnnn3Cc3ccccc3)N3CCc4ccccc43)cc2c1 (configuration not stated),-10,-2,-0.5,-4,-0.9,87,43,12,95
Cc1cccc(NC(=O)c2sc3nc4c(c(-c5cccs5)c3c2N)CN(C)CC4)c1,10,-2,-0.3,0,-0.2,110,-21,15,103
O=C(CCN1C(=O)C2C3CCC(C3)C2C1=O)OCC(=O)c1cccc([N+](=O)[O-])c1 (configuration not stated),-1,0,1.7,1,1.7,111,1,29,107
CCOc1ccc(-c2noc(-c3cccnc3)n2)cc1OC,.,-4,-0.2,2,-1.1,.,7,18,.
O=C(NC1CCN(C(=O)NC2CCCCC2)CC1)c1ccco1,-6,-11,0.1,-1,1.3,94,-4,2,96
Cc1c(OC(C)C(=O)NCc2cccnc2)ccc2c3c(c(=O)oc12)CCCC3 (configuration not stated),3,-11,2.7,1,0.9,106,12,9,98
CC(C)(C)c1ccc(C(=O)Nc2cccc3ncccc23)cc1,-1,0,9.5,-3,5.5,94,40,3,98

# From PubChem
